Assay outcomes (PubChem)
aDG glyco up – increases alpha dystroglycan glycosylation; 360,000 tested, 0.22% active; Pro5-aDG cells, alpha-DG glycosylation AlphaScreen (IIH6); 0% Pro5, 100% B10-LARGE cell signal; activation, % at 10 µM;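 active = activation of at least 8% versus controls, or a plate z-score of at least 8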;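 also: Pro5 are CHO cells carrying HIG-tagged alpha-DG that lacks glycosylation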
HIF-2a inh – HIF-2a inhibition; 786-0 RCC cells HIF-2a reporter, luciferase luminescence, overnight; inhibition, % at 18.8 µM; 360,000 tested, 0.72% active; AID 624352;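 active = inhibition of the luminescence signal of 40% or more relative to plate controls, in a single-dose primary screen at 18.75 µM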
NR2E3 ag-1 – NR2E3 (human) agonism; Q9Y5X4; GST-NR2E3/biotin-RetCOR TR-FRET, 1536-well; inhibition of corepressor binding, % at 4.78 µM; 320,000 tested, 0.12% active; AID 2300;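 active = percent inhibition above the cutoff of mean plus 3 SD of all tested compounds, set per screening campaign, cut at about 20% in these data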;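 also: 0% = DMSO wells and 100% = biotin wells as full block of FRET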
Target sequence (Q9Y5X4 whole entry, looked up): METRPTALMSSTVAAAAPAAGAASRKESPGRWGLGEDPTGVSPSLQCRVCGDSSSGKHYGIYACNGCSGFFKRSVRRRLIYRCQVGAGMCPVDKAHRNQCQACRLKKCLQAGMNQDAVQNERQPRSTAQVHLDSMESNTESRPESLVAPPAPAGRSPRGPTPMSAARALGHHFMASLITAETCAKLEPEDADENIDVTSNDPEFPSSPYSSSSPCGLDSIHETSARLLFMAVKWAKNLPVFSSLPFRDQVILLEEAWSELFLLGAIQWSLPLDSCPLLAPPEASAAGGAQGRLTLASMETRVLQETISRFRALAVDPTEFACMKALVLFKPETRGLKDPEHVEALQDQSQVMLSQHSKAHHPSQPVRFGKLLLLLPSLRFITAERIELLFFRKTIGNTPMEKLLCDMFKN
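system = GST-tagged NR2E3 plus biotinylated RetCOR corepressor | input = 1.35 nM GST-NR2E3 | also added = 7 nM biotin-RetCOR | schedule = 5 h incubation at 4 °C | measured by = TR-FRET with europium anti-GST and streptavidin-D2, 340 nm excitation | read-out = percent loss of FRET ratio relative to control wells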
CaV13 ICDI inh – Disruptors of the CACNA1D IQ motif to Ca2+-dependent inactivation inhibitor domain association, primary screening, Förster resonance energy transfer in intact living …; HEK cells, CFP/YFP FRET ICDI-IQ, plate reader, 10 min; percent FRET-ratio fall versus neutral wells; inhibition, % at 12.3 µM; 340,000 tested, 0.098% active; AID 743397;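 active = mean replicate inhibition of at least 30% and at least 1% of replicates passing that level; inconclusive = only one of the two criteria is met; inactive = neither criterion is met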;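 also: 0% = median of the neutral control wells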
Peg3 promoter – reduces Peg3 promoter-driven luciferase expression in HeLa; AID 588405; inhibition, % at 20 µM; 360,000 tested, 1.7% active; HeLa PEG-Prom luciferase reporter, luminescence, overnight;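 active = inhibition of at least 50% at 20 µM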
hiPSC survival – enhancers of human iPSC single-cell survival | hiPSC single-cell survival, ATPlite luminescence; 100% = ROCK inhibitor wells, 0% = DMSO | survival enhancement, % at 20 µM | 360,000 tested, 0.044% active; in the data active = survival enhancement above about 18%;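 also: cells exposed to compounds for 16 hours before the ATP read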
TRPM1 prom inh – inhibitors of MITF-driven TRPM1 promoter in melanoma cells | SK-MEL-5 TRPM1 promoter luciferase, 24 h | inhibition, % at 12.5 µM | 330,000 tested, 0.83% active;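 active = mean inhibition across replicates of 60% or more, whatever share of single replicates reaches that level; inconclusive = some that reach 60%, reason not given; inactive = mean inhibition across replicates below 60%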; also: values of inactives mirror those of a sister screen read the other way
Granule exo inh – lytic granule exocytosis inhibition | TALL-104 LAMP-1 surface exposure, flow cytometry; cells stimulated with thapsigargin and PMA | inhibition, % at 10 µM | 360,000 tested, 0.66% active | AID 651702;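 active = inhibition above about 55%, limit read from the data; inconclusive = no clear call, values can overlap the other calls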
PDI turbidity – blocks human protein disulfide isomerase activity | P07237 | PDI insulin aggregation turbidity, A650, 90 min | 350,000 tested, 0.052% active | inhibition, % at 10 µM;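 active = mean inhibition across replicates of 30% or more, whatever share of single replicates reach that level; inconclusive = mean inhibition below 30% while every single replicate reaches 30%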;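 also: absorbance from insulin aggregation driven by PDI reduction with DTT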
Target sequence (P07237 whole entry, looked up): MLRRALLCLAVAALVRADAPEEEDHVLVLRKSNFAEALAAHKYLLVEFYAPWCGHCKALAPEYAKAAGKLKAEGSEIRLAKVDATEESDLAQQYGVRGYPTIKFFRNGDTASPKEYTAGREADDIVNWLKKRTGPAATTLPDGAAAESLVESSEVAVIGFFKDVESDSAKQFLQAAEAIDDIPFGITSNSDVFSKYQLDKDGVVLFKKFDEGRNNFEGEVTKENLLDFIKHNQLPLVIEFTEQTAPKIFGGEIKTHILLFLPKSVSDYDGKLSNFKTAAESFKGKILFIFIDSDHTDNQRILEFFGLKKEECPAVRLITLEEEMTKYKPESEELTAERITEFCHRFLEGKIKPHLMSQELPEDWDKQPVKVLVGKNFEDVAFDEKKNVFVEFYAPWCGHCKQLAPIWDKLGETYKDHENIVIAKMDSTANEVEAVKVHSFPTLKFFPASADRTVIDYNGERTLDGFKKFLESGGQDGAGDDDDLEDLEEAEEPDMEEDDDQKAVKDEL
Vif inh – HIV Vif inhibition. 340,000 tested, 0.35% active. inhibition, % at 7.49 µM. HEK293T cells, Vif self-association by quenched fluorescence, imaging, 24 h; in the data active = inhibition above about 50%, passing the limit was not always enough; inconclusive = no clear call, values can overlap the other calls; inactive = below about 31%; also: some results filed as inactive read as strong as hits
NR2E3 ag-2 – agonists of human NR2E3 nuclear receptor | AID 602229 | CHO-S Gal4-NCOR/VP16-NR2E3 two-hybrid, luciferase | Q9Y5X4 | 360,000 tested, 0.35% active | inhibition of corepressor binding, % at 3.98 µM;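 active = inhibition above the mean of all tested compounds plus 3 SD, cut at about 70% in these data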;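 also: 0% = DMSO with NR2E3 transfected cells and 100% = cells lacking NR2E3 construct; higher means lower luciferase signal from less NR2E3 corepressor binding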
* = called active by the depositor; ? = inconclusive; nt = not tested or not shown; & = joins results of further samples.

SMILES	aDG glyco up	HIF-2a inh	NR2E3 ag-1	CaV13 ICDI inh	Peg3 promoter	hiPSC survival	TRPM1 prom inh	Granule exo inh	PDI turbidity	Vif inh	NR2E3 ag-2
CCOc1ccccc1NC(=O)C1C(c2ccccc2)C1(Cl)Cl (stereo unspecified)	0.0	1	nt	-5	8	0.4	nt	2	-1	22	15
OC(COCc1ccccc1)CN1CCN(Cc2ccc3c(c2)OCO3)CC1 (stereo unspecified)	-0.1	13	1	-7	4	-1.7	12	4	-13	-1&-9	5
Cc1ccsc1/C=N/NC(=O)CN1CCN(Cc2ccccc2)CC1	0.2	-5	1	-20	4	-0.7	13	0	-1	-3	-9
COc1cccc(/C=N/N2CCN(c3ccncc3S(=O)(=O)N3CCCCC3)CC2)c1	0.1	26	-2	-4	21	-1.3	-10	-4	-3	7	-13
COC(=O)c1scc(S(=O)(=O)c2ccccc2)c1N	-0.2	4	5	6	2	-0.4	6	-1	4	3	-10
Cn1c(=NC(=O)CSCC(=O)N2CCCC2)sc2ccccc21	0.7	-21	2	nt	-19	-2.3	-2	0	?	0	-14
Cc1ccc(OCCN(C)C(=O)C2CCC(=O)N(CCCN3CCCC3=O)C2)cc1 (stereo unspecified)	-0.2	-2	2	-2	5	0.2	12	6	3	21	-2
CC1=CC2=NC(=O)CC(C)(C(=O)N(CC(=O)NC3CCCC3)Cc3ccc(Cl)cc3)N2C=C1 (stereo unspecified)	-0.1	7	2	-2	5	-0.3	6	4	-10	10	-1
COc1cccc(C2N(c3ccccn3)C(=O)C3CCCN32)c1OC (stereo unspecified)	-0.3	10	4	-5	-2	-2.1	-1	-2	5	2	-11
CCCc1c(C(=O)Nc2ccc(C(F)(F)F)cc2)cnn1-c1ccccc1	0.8	-25	-1	0	0	-0.7	16	-2	-4	-3	19
COc1ccc(N(Cc2cc3ccc(C)cc3[nH]c2=O)S(=O)(=O)c2ccccc2)cc1	0.0	1	1	nt	28	-2.8	11	-6	-4	-6	-1
O=C1C=C(NCc2ccccc2)c2ccccc2C1=O	8.7*	19	nt	-4	17	-1.7	104*	82*	2	-3	-23
O=C(Nc1ccc(F)cc1)c1cccnc1N1CCOCC1	-0.3	11	6	-6	-20	2.8	-5	-1	1	-6	-5
Cc1nn(CCC#N)c(NC(=O)c2ccc(Cl)cc2Cl)c1P(=O)(Nc1ccc([N+](=O)[O-])cc1)N1CCOCC1 (stereo unspecified)	0.1	6	2	-4	9	1.2	6	-2	-1	?	10
Cc1nn(C)c(C)c1-c1c(C#N)c(N)nc2c1CCCCCC2	-0.1	15	-3	-4	21	4.4	-7	0	-5	-5	-16
CCOc1ccc(-n2nnnc2SCC(=O)NNC(=O)c2ccco2)cc1	0.0	11	-1	-5	8	18	10	-4	0	8	-16
O=C(COc1ccc(S(=O)(=O)NC2CCCC2)cc1)N1CCCCC1	0.1	23	5	-6	8	0.6	-11	0	4	0	8
FC(F)(F)c1ccc(C2NCCc3sccc32)cc1 (stereo unspecified)	0.4	-128	0	4	-89	0.8	-10	-2	-6	-12	-38
COc1ccc(-c2ccc(SCC(=O)NC3CCCCC3)nn2)cc1OC	0.0	-161	2	-3	-116	-0.3	-69	-10	9	-9	-13
COCCNC(=S)N(CCCN(C)C)Cc1cc2cc3c(cc2[nH]c1=O)OCCO3	1.0	15	2	-5	12	0.9	-2	-7	10	-9	-9
Cc1ccc(/C=N/n2cnnc2)s1	-0.1	19	-1	-5	-4	2.9	0	-2	-5	0	-2
Cc1cccc(CN2CCN(Cc3cccc(-n4cccn4)c3)CC2CCO)n1 (stereo unspecified)	0.2	13	0	0	6	-0.4	12	1	-4	10	5
Cc1cc2nc(-c3ccc(C#N)cc3)c(Cc3cccc(F)c3)n2c(C)c1Br	0.0	-8	nt	nt	-6	1.6	nt	8	nt	nt	6
O=C(CCCOc1ccccc1)Nc1ccc(Br)cc1	0.3	-102	2	-5	-98	1.6	-1	1	11	nt	3
CC1=C(C(=O)N2CCCC(C(=O)c3cccc4ccccc34)C2)OCCO1 (stereo unspecified)	0.2	-33	1	-16	-14	0.1	-4	6	5	-2	-7
CC(=O)c1cccc(NC(=S)NC(=O)C(C)C)c1	0.1	-29	-1	-4	-15	-0.6	-2	0	-7	87*	-11
Cc1ccc(-c2nc3c(c(=O)c4ccccc4n3C)c(=O)n2-c2ccccc2)cc1	-0.1	13	4	-6	11	5.9	-1	0	8	-1	6
O=C(CCCl)N1CCCC2(CCCCC2)C1	0.1	15	-3	-2	-4	-0.1	-1	-1	18	5	-11
C=CCN(CC=C)CC(=O)Nc1ccc(S(N)(=O)=O)cc1	-0.3	-1	-4	0	-1	-2.7	7	10	-13	13	-10
Cc1ccc(N(CC(=O)NCc2cccs2)S(=O)(=O)c2cccs2)cc1	0.7	-11	-5	1	2	2.1	-11	-3	-2	nt	6
O=C(OCc1ccc(Cl)c(Cl)c1)c1ccccn1	-0.1	-11	-4	-8	3	3.7	-6	-2	-6	0	0
COc1ccc(/C=N/NC(=O)c2nc(-c3ccccc3)cc(-c3ccccc3)n2)cc1OC	-0.2	-122	-2	nt	-45	3.3	-17	1	-4	3	-4
COCCCNC(=O)C1CCN(C(=O)Nc2ccc(Cl)cc2)CC1	-0.2	20	0	-3	4	-0.6	-1	0	-4	17	-2
COc1ccc(N(CC(=O)N2CCN(c3ccc(Cl)cc3)CC2)S(=O)(=O)c2c(C)noc2C)cc1	0.3	19	2	-7	16	0.9	-9	1	4	-4	-26
CCCCCNc1nc2ccccc2nc1NS(=O)(=O)c1cccs1	0.0	7	-2	-6	6	-0.7	8	-3	2	-5	-5
CCOc1ccccc1-c1cc(-c2ccccc2)nc2c1c(=O)n(C)c(=O)n2C	0.1	14	1	-5	14	2.3	-3	-7	10	-12	-1

Reformatted: results already given
Values run as follows: aDG glyco up | HIF-2a inh | NR2E3 ag-1 | CaV13 ICDI inh | Peg3 promoter | hiPSC survival | TRPM1 prom inh | Granule exo inh | PDI turbidity | Vif inh | NR2E3 ag-2
- O=C(OCc1ccc(Cl)c(Cl)c1)c1ccccn1
 : -0.1 | -11 | -4 | -8 | 3 | 3.7 | -6 | -2 | -6 | 0 | 0
- CCOc1ccccc1-c1cc(-c2ccccc2)nc2c1c(=O)n(C)c(=O)n2C
 : 0.1 | 14 | 1 | -5 | 14 | 2.3 | -3 | -7 | 10 | -12 | -1
- CC1=C(C(=O)N2CCCC(C(=O)c3cccc4ccccc34)C2)OCCO1 (stereo unspecified)
 : 0.2 | -33 | 1 | -16 | -14 | 0.1 | -4 | 6 | 5 | -2 | -7

Additional records.
SMILES	aDG glyco up	HIF-2a inh	NR2E3 ag-1	CaV13 ICDI inh	Peg3 promoter	hiPSC survival	TRPM1 prom inh	Granule exo inh	PDI turbidity	Vif inh	NR2E3 ag-2
COc1ccc(NC2c3ccccc3C(=O)N2Cc2ccco2)cc1OC (stereo unspecified)	-0.2	10	-3	14	19	0.2	nt	1	nt	17	-8
CC1CCN(S(=O)(=O)c2ccc(C(=O)NCc3ccco3)cc2)CC1	-0.1	19	1	nt	-1	0.6	11	0	-7	4	5
CCOC(=O)c1c(/N=C/C2C(=O)CC(C)(C)CC2=O)sc2c1CCCC2	0.0	1	2	-14	-1	-1.5	1	1	-14	5	-21
C[C@H](NC(=O)Nc1cccc(C(F)(F)F)c1)C(=O)O	-0.3	6	-4	-9	16	2.0	-6	1	-16	13	6
OC(COC(c1ccccc1)c1ccccc1)CN1CCN(c2cccc(Cl)c2)CC1 (stereo unspecified)	0.0	5	-3	-3	30	-0.4	-1	68*	7	11	2
COc1ccc(C(CC(=O)N2CCOCC2)c2c(OC)cc(OC)c3c(-c4ccccc4)cc(=O)oc23)cc1 (stereo unspecified)	-0.3	9	8	-6	8	3.2	5	-2	0	-2	-26
COc1ccccc1CCc1nnc(CCC(=O)NCCC2CCCCO2)o1 (stereo unspecified)	-0.2	-18	nt	-5	-6	-1.9	nt	-3	-4	-2	-31
CCOC(=O)N1CCN(C(=O)CSc2nnc(COc3ccccc3)o2)CC1	-0.4	11	0	-4	-2	1.8	1	2	nt	-4	-28
O=C(NCc1ccccc1)C(c1ccccc1)N(Cc1ccc2c(c1)OCO2)C(=O)Cc1cccs1 (stereo unspecified)	-0.1	-20	-1	nt	2	5.7	-3	25	-1	-9	2
Cc1ccc(S(=O)(=O)N(C)C)cc1NC(=S)NC12CC3CC(CC(C3)C1)C2	-0.5	29	nt	-4	28	2.6	-19	-1	7	-6	5
Cc1ccccc1OC(=O)CCC(=O)OCCCC(F)(F)C(F)(F)F	-0.1	-6	2	-6	8	2.4	2	1	3	nt	-7
Cc1ccc(C(C)NC(=S)NC2CCCCC2)c(C)c1 (stereo unspecified)	1.0	4	nt	-6	14	-0.1	10	1	-4	nt	4
O=C(CCNC(=O)OCc1ccccc1)NC1CCCCC1	-0.3	13	-2	-4	0	-1.4	2	4	8	1	15
Cc1ccc2c(Cl)c(C)c(N3CCCCC3)nc2n1	0.3	-9	-2	-10	-29	-0.7	-7	-2	-4	-6	3
O=C1NC(c2ccccc2O)Nc2ccccc21 (stereo unspecified)	0.0	-17	-2	-3	-7	-0.3	2	-5	-4	-2	-8
C/C(=N\NC(=O)c1ccc2c(c1)OCCO2)c1ccccc1	0.1	-73	1	-5	-22	-0.7	-1	0	8	-1	-50
CC(=O)N(C)c1ccc(N=NC2C(=O)N(C(N)=S)N=C2C)cc1 (stereo unspecified)	-0.2	-205	-8	-5	-201	-1.0	-26	-1	-2	10	-82
Cn1ccc(/C=N/N=C2/NC(=O)CS2)n1	-0.1	-7	0	-1	-3	0.5	6	-2	-3	0	1
Cc1c(C(=O)OCC(=O)NCc2ccco2)cccc1[N+](=O)[O-]	0.2	-8	2	-5	-25	1.6	-5	-1	-5	4	13
Cc1cc(/C=C2/NC(=O)NC2=O)c(C)n1C	-0.4	16	0	-3	-9	3.9	14	-12	11	36	0
CCCC(C)C(=O)Nc1cc([N+](=O)[O-])ccc1F (stereo unspecified)	1.0	24	-8	-3	3	-1.1	5	0	-38	2	17
CCOc1ccc(/C=N/NC(=O)c2ccccc2C)cc1CN1CC2CC(C1)c1cccc(=O)n1C2 (stereo unspecified)	0.1	-10	-2	nt	-8	-2.0	5	-7	nt	-9	17
COc1ccc(Cl)cc1NC(=O)CN1C(=O)CSC1=O	-0.1	6	2	-6	8	-4.5	4	-3	-2	-4	13
O=C(c1ccco1)N1CCN(C(=O)c2ccccc2[N+](=O)[O-])CC1	0.0	-1	5	-4	-2	1.2	-2	-8	-3	4	13
CCN(c1ccccc1)S(=O)(=O)c1cc(C(=O)Nc2ccc(Br)cc2)ccc1F	3.1	-19	0	-6	14	-3.5	31	14	-5	-19	6
C=CCNC(=O)/C(C#N)=C\c1cc(Cl)c(O)c(OCC)c1	-0.2	8	-8	-5	-1	2.4	-8	-6	11	-10	-25
